# ELG1 genotox = inducers of genotoxicity in HEK293T ELG1-luciferase cells. HEK293T ELG1-luciferase reporter, luminescence, 16 h. Potency, µM (titrated, usually from 46 µM), for inactives: top-dose activity change, positive = activation, hits mostly activators. 330,000 compounds, 1.3% hits; also: potency is read from the fitted curve at half-maximal effect; % of control where 0% means no effect; nearly all actives have a fitted effect of over 60% in size
#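 Step 1: seed 2,000 HEK293T ELG1-luciferase cells per well. Step 2: add compound or DMSO, incubate 16 hr at 37 °C. Step 3: ONE-Glo, 30 min at room temperature, read luminescence.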
# Giardia killer = kills Giardia lamblia; Giardia lamblia trophozoite viability; activity change, % at 7.66 µM, hits read low; 340,000 compounds, 0.15% hits; AID 540267; in the data active = activity change below about -80%; inconclusive = between about -30% and that limit;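 also: parasites exposed to compound for two days anaerobically before the ATP read; % is scaled to controls: 0 for no effect and ±100 for the full control effect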
#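 Giardia lamblia trophozoites (100 cells/well) were incubated with compounds for 48 h at 37 deg C under anaerobic conditions. Viability was read as ATP content by one-step luminescence after 15-30 min at room temperature.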
# RORgamma inh = inhibitors of mouse ROR gamma transcriptional activity; Drosophila S2 Gal4-RORgamma UAS-luciferase reporter, 20 h; Potency, µM (top dose mostly 53.6 µM), for inactives: top-dose activity change, negative = inhibition, usual class: inhibitors; 310,000 compounds, 5.4% hits; AID 2551; also: potency is read from the fitted curve at half-maximal effect; % is scaled to controls: 0 for no effect and ±100 for the full control effect; nearly all actives have a fitted effect of over 60% in size
#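 Drosophila Schneider cells stably carrying a metallothionein-driven Gal4 DBD–ROR gamma fusion and a UAS-Photinus luciferase reporter were exposed to compound for 1 hr, then induced with copper sulfate (700 uM final) for 20 hr at ambient temperature before luminescence reading.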
# NPC1 prom act = activators of NPC1 promoter; Huh7 NPC1 promoter luciferase reporter, 24 h; Potency, µM (doses to about 9.22 µM), without a hit: at the top dose activation, actives largely listed as activators; 320,000 compounds, 2.4% hits; AID 485313;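 also: potency is read from the fitted curve at half-maximal effect; % of control where 0% means no effect; nearly all actives have a fitted effect of over 60% in size; reporter is driven by a mutant NPC1 promoter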
#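 Readout is luciferase luminescence, reflecting NPC1 promoter activation in stably transfected Huh7 cells after 24 h compound exposure at 37 °C in reduced-serum medium with 10% FBS.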
# Tb PFK inh = T. brucei PFK enzyme inhibition. Potency, µM (doses to about 57.5 µM), without a hit: at the top dose activity, negative = inhibition, hits mostly inhibitors. T. brucei PFK, ADP-Glo luminescence. 330,000 compounds, 0.17% hits. O15648. AID 485367;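 also: potency is read from the fitted curve at half-maximal effect; 0% = uninhibited 1x PFK enzyme wells and -100% = no-enzyme wells; nearly all actives have a fitted effect of over 60% in size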
# Target sequence (O15648 whole entry, looked up): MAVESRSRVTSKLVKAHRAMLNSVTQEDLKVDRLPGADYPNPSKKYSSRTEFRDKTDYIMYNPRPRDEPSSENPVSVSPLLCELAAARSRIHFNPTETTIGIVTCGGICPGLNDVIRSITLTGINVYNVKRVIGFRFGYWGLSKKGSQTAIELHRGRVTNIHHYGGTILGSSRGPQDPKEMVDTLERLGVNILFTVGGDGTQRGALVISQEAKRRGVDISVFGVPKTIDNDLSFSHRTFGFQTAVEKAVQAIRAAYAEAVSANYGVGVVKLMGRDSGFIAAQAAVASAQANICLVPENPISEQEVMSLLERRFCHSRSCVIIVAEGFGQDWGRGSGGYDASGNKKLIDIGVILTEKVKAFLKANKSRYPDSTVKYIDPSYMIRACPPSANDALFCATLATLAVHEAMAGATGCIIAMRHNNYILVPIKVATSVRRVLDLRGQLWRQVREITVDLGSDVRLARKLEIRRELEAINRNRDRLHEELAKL
#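 In TEA buffer at pH 8.0 with 5 mM MgCl2, enzyme (1.25 nM) converted F6P (0.5 mM) and ATP (0.1 mM) for 45 min at room temperature. ADP product was read by luciferase luminescence.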
# VP16 counter = inhibits Gal4-VP16 luciferase reporter, ROR gamma counter-screen. Drosophila S2 Gal4-VP16 UAS-luciferase, luminescence, 20 h. Potency, µM (highest dose often 53.6 µM), for the others: top-dose activity, negative = inhibition, most hits filed as inhibitors. 310,000 compounds, 3.5% hits. AID 2546;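 also: Gal4-VP16 expression switched on by copper sulfate through the metallothionein promoter; potency is read from the fitted curve at half-maximal effect; % is scaled to controls: 0 for no effect and ±100 for the full control effect; nearly all actives have a fitted effect of over 50% in size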
# uPA generation = cell surface uPA generation inhibition; cell surface uPA generation assay, qHTS; Potency, µM (titrated, usually from 38.3 µM), for inactives: at the top dose activity change, negative = inhibition, actives largely listed as inhibitors; 330,000 compounds, 0.31% hits; active = well fitted inhibition curve with a large enough effect; inconclusive = small, poorly fitted or top-dose-only effect; inactive = no such curve, though single readings can be large or run the other way; tested in mouse RAW 264.7 cells; also: potency is read from the fitted curve at half-maximal effect; % is scaled to controls: 0 for no effect and ±100 for the full control effect; nearly all actives have a fitted effect of over 55% in size
# Coupling enz = inhibits coupling enzyme system, counter-screen for aldolase hits; coupling enzyme system counterscreen, AmpLite Red fluorescence; activity change, negative = inhibition, % at 58.2 µM, hits read low; 290,000 compounds, 0.67% hits; AID 2472; in the data active = activity change below about -30%; also: % is scaled to controls: 0 for no effect and ±100 for the full control effect
#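 Activity here indicates interference with the coupling reaction, not aldolase inhibition. Compounds at 57.5 uM final met coupling enzymes for 10 min at RT; substrate and AmpLite Red detection followed, with a 525/598 nm fluorescence read after 20 min.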
# Rab9 prom act = activates the Rab9 promoter. Potency, µM (highest dose often 9.22 µM), inactives show at the highest dose activation, negative = inhibition, usual class: activators. Huh7 Rab9 promoter-luciferase reporter, luminescence, 24 h. 320,000 compounds, 2.8% hits; also: potency is read from the fitted curve at half-maximal effect; % of control where 0% means no effect; nearly all actives have a fitted effect of over 60% in size
#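 Stable Rab9-luc Huh7, 1500 cells/well, 2 h settle; cmpd in DMSO, 24 h, 37 °C/5% CO2; luciferase reagent 10 min RT; luminescence.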
# KCNH2 3.1 inh = KCNH2 3.1 (human) potassium channel inhibition. U2OS KCNH2 3.1, thallium flux FluxOr; stronger effect = lower value. activity change, % (tested at about 1.8 µM). 340,000 compounds, 0.95% hits;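 active = maximum activity change below -70%; inconclusive = maximum activity change from -70% to -50%; inactive = maximum activity change above -50%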;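 also: thallium influx rate constant from kinetic fluorescence after stimulation buffer; % is scaled to controls: 0 for no effect and ±100 for the full control effect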
#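 Channel expression came from 3.1 mutant virus (1.77 x 10^8 /mL) applied to suspended U2OS cells for 4 h. Flux was tracked with FluxOr dye plus Red40 quencher, and kinetic rate constants normalized to controls.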
# FLuc modulator = firefly luciferase modulation, counter-screen for miR-21 project; P08659; purified FLuc, Km substrates, luminescence inhibition; Potency, µM (top dose mostly 57.5 µM), without a hit: at the top dose activity change, negative = inhibition, usual class: inhibitors; 360,000 compounds, 6.9% hits; AID 588342;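 also: potency is read from the fitted curve at half-maximal effect; plate controls were vehicle for no effect and reference inhibitor for full effect; nearly all actives have a fitted effect of over 55% in size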
# Target sequence (P08659 whole entry, looked up): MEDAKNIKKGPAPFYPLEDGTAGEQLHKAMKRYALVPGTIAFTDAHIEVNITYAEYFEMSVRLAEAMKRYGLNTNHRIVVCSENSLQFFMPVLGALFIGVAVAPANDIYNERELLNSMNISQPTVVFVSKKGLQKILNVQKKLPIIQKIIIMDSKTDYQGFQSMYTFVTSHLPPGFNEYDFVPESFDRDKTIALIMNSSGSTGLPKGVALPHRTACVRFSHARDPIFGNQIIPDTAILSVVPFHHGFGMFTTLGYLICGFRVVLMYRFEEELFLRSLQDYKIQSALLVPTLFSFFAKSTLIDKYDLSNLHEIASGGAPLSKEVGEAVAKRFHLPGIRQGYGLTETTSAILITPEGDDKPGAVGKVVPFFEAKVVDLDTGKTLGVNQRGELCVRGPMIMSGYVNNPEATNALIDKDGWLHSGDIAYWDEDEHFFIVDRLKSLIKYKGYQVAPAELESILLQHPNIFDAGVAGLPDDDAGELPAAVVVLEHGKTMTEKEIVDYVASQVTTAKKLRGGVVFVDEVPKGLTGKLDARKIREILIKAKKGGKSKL
#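 Purified P. pyralis luciferase, 10 nM final, with Km-level 10 uM D-luciferin and 10 uM ATP in 50 mM Tris acetate pH 7.5, 10 mM Mg acetate, 0.01% Tween-20, 0.05% BSA; 6-point qHTS titration about 60 µM downward; luminescence read.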
# The depositor's hits bear a star; ? = inconclusive; nt = no result given; & = joins results of further samples; [ ] = remark or other dose. Unless noted, calls follow the shape of the dose curve; as a rule, active = well fitted curve in the direction sought with a large enough effect; inconclusive = small, poorly fitted or top-dose-only effect, or another doubt; inactive = no such curve, though single readings can be large; an effect the other way counts as inactive or inconclusive. Not all compounds are listed; rates above refer to the full screens.
structure	Giardia killer	Tb PFK inh	ELG1 genotox	RORgamma inh	FLuc modulator	NPC1 prom act	uPA generation	Coupling enz	VP16 counter	Rab9 prom act	KCNH2 3.1 inh
CCC(=NCCc1ccccc1)c1c(O)[nH]c(=O)[nH]c1=O	6	-5%	?	1%	1%	-1%	?	1	5%	-2%	-7
CC(=O)OC1N=C(c2ccccc2)c2cc(Br)ccc2NC1=O (configuration not stated)	-1	-3%	1%	5%	1%	0%	2%	-1	-5%	-3%	6
Cn1nc(OC(=O)Nc2ccc(Cl)cc2)cc1C(F)(F)F	nt	-3%	18%	?	?	8%	nt	-1	16%	0%	nt
CC1(C)C2([N+](=O)[O-])CNCC1([N+](=O)[O-])CNC2	15	5%	0%	22%	0%	-1%	16%	1	-10%	0%	9
Oc1ccccc1C1NCc2ccccc2-n2cccc21 (configuration not stated)	-9	-3%	-5%	0%	0%	-3%	2%	0	-5%	1%	19
C/C(O)=C(\C#N)C(=O)Nc1cc(Br)ccc1Br	-20	-11%	-9%	29%	?	3%[46.1 µM]	12%	20	-10%	-3%[46.1 µM]	5
Cc1c(C(c2ccc(Br)cc2)c2c(O)c3ccccc3oc2=O)c(=O)n(-c2ccccc2)n1C (configuration not stated)	-16	-4%	6%	25%	12µM*	-5%	-4%	7	-6%[10 µM]	-7%	8
Cc1cc(C(=O)OCC(=O)Nc2ccc(F)cc2F)c(C)n1C1CC1	3	-1%	3%	nt	-9%	14%	-15%	nt	nt	-1%	16
C=CCn1c(O)c(C(CC)=NCCc2ccccc2)c(=O)[nH]c1=O	10	5%	10%	-5%	0%	1%	-2%	0	9%	0%	-10
Fc1ccc(Cn2nnnc2C(c2ccc(F)cc2)N2CC=C(c3ccc(F)cc3)CC2)cc1 (configuration not stated)	-17	-1%	-10%	-7%[10 µM]	2%	-9%	-1%	-6	0%	-8%	2
CC(C)C12CN3CCN(CC(C3)/C1=N\O)C2	9	0%	2%	-1%	7%	-3%	nt	-1	-3%	-20%	9
OC1(CN2CCOCC2)C2CC3CC(C2)CC1C3 (configuration not stated)	2	-6%	-1%	19%	6%	2%	4%	2	0%	3%	7
COc1ccc(OCC#CCN2CCNCC2)cc1	34[activator]	-6%	1%	3%	-1%	-7%	2%	3	1%	8%	4
Nc1ccc([As](=O)(O)O)cc1	3	0%	1%	-6%	7%	-4%	5%	4&0	-17%&-6%&-5%	-37%[inhibitor]	5
O=C(c1cccnc1)C1CCCN(Cc2nc(-c3cnccn3)no2)C1 (configuration not stated)	11	6%	0%	-6%	-3%	-1%	0%	3	10%	-2%	-12
COc1cc(OC)c(OC)cc1CN1CCN(C(=O)COc2ccc3ccccc3c2)CC1	-7	-3%	-3%	38%	?	-3%	nt	-2	-3%	1%	-19
CC(C)OC(=O)c1c(N)n(Cc2ccco2)c2nc3ccccc3nc12	-21	3%	2%	19%	-10%	-2%	6%	2	-4%	-1%	1
CC(C)(C)P(=O)(N1CCOCC1)N1CCOCC1	8	0%	0%	-2%	-1%	-2%	-1%	0	4%	4%	16
CC(=O)C1C2c3ccccc3OC1(C)N=c1s/c(=C/c3cnn(C)c3)c(=O)n12 (configuration not stated)	-6	-6%	-2%	0%	0%	-5%	-5%	0	-9%	5%	4
CCCN(CCC)[C@@H]1CCc2cccc(O)c2C1	-24	-5%	-6%	0%&6%&-3%	3%	2%[46.1 µM]	3%	0&-1&2	-4%&3%&-6%	-10%[46.1 µM]	-21
C=CCn1c(O)c(C=Nc2ccc(F)cc2)c(=O)[nH]c1=O	0	-1%	3%	5%	4%	-3%	0%	0	1%	0%	-8
CCc1ccc(NC(=O)C(C)OC(=O)c2c(C)nn(Cc3ccccc3)c2Cl)cc1 (configuration not stated)	-18	0%	-4%	24%	3%	-4%	6%	3	-5%	-2%	5
Cc1nn(Cc2ccccc2)c(C)c1C(=O)OCC(=O)Nc1cc(S(C)(=O)=O)ccc1Cl	-1	-2%	-11%	8%	-14%	-3%	1%	3	12%	-5%	2
O=C(Nc1nccs1)c1c(O)c2c(n(Cc3ccco3)c1=O)CCCC2	-29	-4%	-8%	?	0%	-1%	2%	5	25%	12%	-29
CCOC(=O)C1=C(C)c2ccccc2OC1(C(=O)OCC)c1ccccc1 (configuration not stated)	-5	-1%	-1%	13%	nt	nt	10%	-7	5%	nt	4
CC(C)N1CCN(Cc2cc3c(cc2Cl)OCO3)CC1CCO (configuration not stated)	14	-3%	-1%	-13%	-9%	-5%	1%	4	-7%	0%	4
CC(=O)Nc1ccc(C(c2c(O)c3ccccc3oc2=O)c2c(C)n(C)n(-c3ccccc3)c2=O)cc1 (configuration not stated)	22	6%	13%	7%	?	-1%	0%	13	2%	4%	15
COC(=O)C1=C(c2ccc(OC)c(OC)c2)C[C@@H]2CC[C@H]1N2C(=O)NCc1ccco1	-2	-2%	0%	nt	4%	-4%	-2%	nt	nt	-2%	nt
CCN1CCN(Cc2cc(Br)ccc2O)CC1	4	-5%	-4%	8%	2%	0%	0%	1	-1%	-8%	-2
COc1ccc([C@H]2CC(=O)C=C(c3c(OC)cccc3OC)C2)cc1	-11	5%	10%	nt	-2%	-34%[inhibitor]	2.2µM*	nt	nt	-31%[inhibitor]	-30
O=C(N/N=C/c1c(O)n(CCC2=CCCCC2)c(=S)[nH]c1=O)c1ccccc1	-7	11%	?	5µM*	-2%	-10%	1%	10	?	0%	8
CC(=O)c1ccc(NC2=NCCCS2)cc1	14	-6%	10%	26%	-2%	16%	1%	0	2%	12%	17
O=[N+]([O-])c1cc(Cl)c(O)c(-[n+]2c(-c3ccccc3)cc(-c3ccccc3)cc2-c2ccccc2)c1	-2	-3%	-13%	31%	0%	-3%	-17%	0	-8%	-4%	18
Nc1c(C(=O)OCC2CCCO2)c2nc3ccccc3nc2n1Cc1cccs1 (configuration not stated)	-6	1%	-15%	?	-14%	17%	11%	-20	2%	5%	-10
CCN1CCN(c2nc3ccccc3s2)CC1	-20	-1%	?	-34%	11µM*	2.2µM*	nt	0	-20%	2µM*	5
O=C1c2ccccc2-c2n[nH]c3cccc1c23	-6	nt	nt	-21%&-13%	nt	?	?	-2	7%&-2%	6%[46.1 µM]	15
O=C(Cn1cnc2sc3c(c2c1=O)CCCC3)NCCC(=O)N1CCC2(CC1)OCCO2	1	0%	0%	8%	3%	3%	nt	7	-2%	-1%	5
Oc1cc2c(cc1CN1CCN(c3ccccc3)CC1)CCC2	22	-2%	-9%	20%	2%	-1%	1%	0	6%	10%	-37
CC1(c2ccccc2)NCCN2C(=O)CSC21 (configuration not stated)	-16	nt	nt	-13%	3%	nt	1%	0	-10%	nt	-23
O=C1NC(c2cc3ccccc3nc2Cl)Nc2ccccc21 (configuration not stated)	12	-5%	0%	15%	6%	-7%	-4%	0	-7%	-3%	31
CC[C@@]1(C(=O)OC)N[C@H](CN(C)C(=O)Nc2ccc(OC)cc2)[C@@H]2C(=O)N(Cc3ccccc3)C(=O)[C@@H]21	-25	4%	?	nt	nt	nt	-23%	nt	nt	nt	-1
O=[N+]([O-])c1ccc(Cc2ccncc2)cc1	-9	?	-2%	6%	0%	-2%	2%	-1	8%	-9%	-14
CCc1c(C)nc(N)nc1N1N=C1SC(C(C)=O)C(C)=O	2	-1%	-1%	25%	-7%	-2%	3%	-1	-10%	0%	-2
O=c1c2ccccc2nc(-c2ccccc2)n1-c1cccnc1	17	?	-4%	-9%	-1%	-1%	0%	-1	2%	-1%	26
Cn1c(O)c(N=Nc2ccc(S(=O)(=O)N3CCOCC3)cc2)c(=O)n(C)c1=O	-8	0%	0%	-34%	2%	-2%	-2%	2	9%	12%	13
CC(C)[N+]12CCC(CC1)C(C(O)(c1ccccc1)c1ccccc1)C2 (configuration not stated)	21	-3%	-3%	1%	1%	-5%	-13%	1	-2%	-2%	-12
CCCCCn1c(=O)c(C(=O)NCc2ccccn2)c(O)c2ccccc21	3	-5%	-7%	5µM*	0%	-3%	-10%	0	18µM*	-7%	13
C=C(C)Cn1c(-c2cccc([N+](=O)[O-])c2)n[nH]c1=S	-1	-2%	10%	7.1µM*	?	0%	-4%	7	-7%[10 µM]	-3%	6
COc1cccc(CCNCc2c(F)cccc2F)c1	-8	-5%	-1%	1%	5%	0%	-1%	1	-7%	17%	21
Cc1nc2cc([N+](=O)[O-])ccc2c(=O)n1-c1ccc(Br)cc1	-4	-3%	-10%	17%	0%	-1%	14%	2	3%	5%	10
CCN(CC)C(=O)c1ccc(N(Cc2ccccc2)S(C)(=O)=O)cc1	10	4%	0%	8%	2%	-2%	7%	13	-12%	0%	5

# Screening results (PubChem)
